# Compound activity (PubChem BioAssay)
# PTHR1 agonist: agonists of human PTHR1 parathyroid hormone receptor. Potency, µM (series often up to 115 µM), without a hit: at the top dose activation, most hits filed as activators. actives 0.075% (n = 410,000). HEK293 GP2 PTHR1 cells, GloSensor cAMP luminescence, 1 h. Q03431; also: nearly all actives have a fitted effect of over 55% in size; some results filed as inactive show a strong effect at the top dose; inactives centre near -15; many of its hits are not listed in these tables
# Target sequence (Q03431 whole entry, looked up): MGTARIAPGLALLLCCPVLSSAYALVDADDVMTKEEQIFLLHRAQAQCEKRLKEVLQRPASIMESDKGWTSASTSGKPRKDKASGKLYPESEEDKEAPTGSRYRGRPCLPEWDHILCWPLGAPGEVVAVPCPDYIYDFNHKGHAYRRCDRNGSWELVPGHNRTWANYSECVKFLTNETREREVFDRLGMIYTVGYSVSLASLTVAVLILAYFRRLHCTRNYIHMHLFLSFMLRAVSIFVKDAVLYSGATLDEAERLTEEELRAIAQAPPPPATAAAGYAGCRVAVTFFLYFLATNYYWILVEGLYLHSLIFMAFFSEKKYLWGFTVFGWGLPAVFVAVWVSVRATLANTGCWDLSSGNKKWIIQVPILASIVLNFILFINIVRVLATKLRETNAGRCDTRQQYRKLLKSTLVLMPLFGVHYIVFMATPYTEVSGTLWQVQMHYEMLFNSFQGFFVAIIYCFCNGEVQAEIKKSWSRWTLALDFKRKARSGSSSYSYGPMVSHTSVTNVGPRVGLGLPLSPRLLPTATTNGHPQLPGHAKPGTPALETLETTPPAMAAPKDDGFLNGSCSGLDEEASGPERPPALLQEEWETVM
#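 HEK-293-derived GP2 cells expressing PTHR1 and a GloSensor cAMP reporter, 3,000/well, plated overnight, given luciferin plus IBMX (each 0.5 mM as added) for 1 h at 37 °C, then compound for 1 h at 37 °C. Luminescence was read after 15 min at room temperature.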
# FUS yeast rescue: FUS proteinopathy suppression in yeast. S. cerevisiae FUS-expressing, growth rescue, OD600, 24 h. AID 1347120. actives 0.24% (n = 390,000). Potency, µM (series often up to 76.6 µM), for the others: at the top dose growth rescue (activation), most hits filed as activators;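 also: plate controls were DMSO vehicle for no effect and reference control for full effect; nearly all actives have a fitted effect of over 55% in size; some results filed as inactive show a strong effect at the top dose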
#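 S. cerevisiae expressing FUS from galactose induction served as the toxicity model. Growth after 24hr at 30C, read as absorbance at 600 nm, indicates suppression of toxicity; compounds dosed at several concentrations.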
# TDP-43 yeast inh: TDP-43 toxicity inhibition in yeast; TDP-43 expressing yeast growth rescue, BacTiter-Glo, 24 h; Potency, µM (doses to about 46.1 µM), for inactives: top-dose growth rescue (activation), hits mostly activators; actives 1.8% (n = 410,000); also: % of control where 0% means no effect; nearly all actives have a fitted effect of over 50% in size
#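 Cell-based yeast growth screen: TDP-43 expression induced in galactose, inoculum OD600=0.02 after raffinose pregrowth to mid-log. Read-out BacTiter-Glo luminescence at 24 hr, 30 deg C; inhibition of toxicity seen as signal increase.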
# Numbers without * were called inactive; i = inactive; ? = inconclusive; [ ] = remark or other dose. Calls follow the shape of the dose curve; as a rule, active = well fitted curve in the direction sought with a large enough effect; inconclusive = small, poorly fitted or top-dose-only effect, or another doubt; inactive = no such curve, though single readings can be large; an effect the other way counts as inactive or inconclusive. Potency is read from the fitted curve at half-maximal effect. A portion of the library, so the mix of outcomes need not match the whole.
SMILES,PTHR1 agonist,FUS yeast rescue,TDP-43 yeast inh
Cc1cc(C)cc(NC(=O)CSc2nc3c(cnn3-c3ccc(F)cc3)c(=O)[nH]2)c1,i,-5%,14%
CCc1ccccc1NC(=O)Cn1c(-c2nonc2N)nc2ccccc21,-23%,-13%,11%
Cc1cc2c(n1-c1ccc(C(=O)NCCc3ccccc3)cc1)CCC(C)C2 (stereo not drawn),i,40%,-5%
Cc1nc(SCCOc2ccc(Cl)cc2)[nH]c(=O)c1Cc1ccccc1,-14%,-21%,26%
CC(=O)c1cccc(NC(=O)CCc2c(C)nc3c(-c4ccc(F)cc4)c(C)nn3c2C)c1,i,-21%,-11%
O=C(NCCCc1nc2ccccc2n1Cc1ccc(Cl)cc1)c1ccco1,-9%,7%,7%
Cc1nc(-c2ccc(C)c(S(=O)(=O)N3CCC(C(=O)NCc4ccc(Cl)cc4)CC3)c2)no1,-32%,2%,0%
COc1cccc(Cn2nnc3c(=O)[nH]c(C4CCN(C(=O)c5ccccc5Cl)CC4)nc32)c1,i,?,-9%
O=C(CC1C(=O)N(c2ccccc2)C(=O)N1CCC1=CCCCC1)Nc1ccc(F)cc1 (stereo not drawn),i,41%,-1%
COc1ccc(-c2cc3nc(C)c(CCC(=O)Nc4ccc(F)cc4F)c(C)n3n2)c(OC)c1,-22%,-12%,?
COc1ccccc1N1CCN(C(CNC(=O)C(=O)NCCc2ccccc2)c2cccnc2)CC1 (stereo not drawn),-26%,11%,12%
CSc1ccc(CNC(=O)C2CCN(c3nnc(-n4cccc4CNc4ccc(C)cc4)s3)CC2)cc1,-8%,35µM*,-5%
CCc1nc2nc(C)cc(Nc3ccc(F)c(Cl)c3)n2n1,-32%[inhibitor],2%,25%
Cc1cccc(N2C(=O)C(CC(=O)Nc3ccccc3)N(C3CCCCC3)C2=O)c1 (stereo not drawn),i,27%,0%
CCOc1ccc(CNC(=O)c2ccc(Sc3ccc(C)cc3)c(N)c2)cc1OC,-29%,-3%,6%
CCOC(=O)c1ccc(N2C(=O)c3n[nH]c(-c4ccco4)c3C2c2cccc(F)c2)cc1 (stereo not drawn),-25%,?,?
CC(C)c1nn2c(=O)cc(COC(=O)c3ccc(NC(=O)CCc4ccccc4)cc3)nc2s1,i,-12%,20%
CCOC(=O)c1c(C)oc2ccc(N(C(=O)Oc3ccccc3)S(=O)(=O)c3ccccc3)cc12,i,15%,-2%
Cc1ccc(N2CC(c3nnc(NC(=O)c4ccco4)s3)CC2=O)cc1Cl (stereo not drawn),-23%,-18%,17%[9.22 µM]
COc1ccc(OCC(=O)Nc2cc(-c3ccccc3F)nn2-c2ccccc2)cc1,i,2%,10%
CCN(CC)c1ccc(NC(=O)c2sc3nc4c(cc3c2N)CN(C)CC4)cc1,-9%,-14%,6%
COc1ccccc1N1CCN(C(=O)C2CCN(S(=O)(=O)c3cn(C)cn3)CC2)CC1,i,-16%,13%
Cc1c(NS(=O)(=O)c2ccccc2)cc(C(C)C)c(O)c1S(=O)(=O)c1ccc(Cl)cc1,-24%,35%,-13%
CN(C)c1ccc(CNC(=O)c2ccc3c(c2)N(C)C(=O)C2CCCCN32)cc1 (stereo not drawn),i,35%,10%
COc1ccccc1/C=C/c1nc(C#N)c(NCCc2ccccc2)o1,-24%,-3%,10%
COc1cccc2cc(-c3nc(-c4ccc(C)cc4)c(C)s3)c(=O)oc12,i,5%,3%
Cc1ccc(S(=O)(=O)c2nnn3c2nc(NC2CCCCC2)c2sccc23)cc1C,-39%[inhibitor],-11%,21%
COc1ccc2ncc3c(-c4ccc(C)c(C)c4)nn(CC(=O)NC4CCCCC4)c3c2c1,-37%[inhibitor],-13%,22%
Cc1ccc(Cn2c(CN3CCC(C(=O)NCc4ccccc4C)CC3)cc3ccccc32)cc1,i,6%,0%
COCCNC(=O)c1ccc2c(c1)N(Cc1cc(C)ccc1C)C(=O)c1ccccc1S2(=O)=O,i,25%,26%
COc1ccccc1N1CCN(S(=O)(=O)c2ccc(F)c(C(=O)Nc3ccc(C)c(F)c3)c2)CC1,-8%,38%,6%
CN(C)c1ccc(NC(=O)CSc2nc3ccsc3c(=O)n2CCCCCC(=O)O)cc1,13%,5%,20%
Cc1ccc(NC(=O)CCc2nnc3n(CC(C)C)c(=O)c4ccccc4n23)cc1C,-12%,-4%,13%
Cc1cccc(NC(=O)c2ccc(N(Cc3ccccc3)S(C)(=O)=O)cc2)c1,-7%,21%,?
Cc1cc(O)c(C(c2ccccc2Cl)N2CCCCC2)c(=O)n1Cc1ccco1 (stereo not drawn),-20%,-10%,21%
Cc1ccccc1OCC(=O)NCC(c1ccc(Cl)cc1)N1CCCCC1 (stereo not drawn),i,4%,17%

# 4 compounds drawn at random from those above, as already listed:
SMILES,PTHR1 agonist,FUS yeast rescue,TDP-43 yeast inh
COc1cccc(Cn2nnc3c(=O)[nH]c(C4CCN(C(=O)c5ccccc5Cl)CC4)nc32)c1,i,?,-9%
Cc1ccc(NC(=O)CCc2nnc3n(CC(C)C)c(=O)c4ccccc4n23)cc1C,-12%,-4%,13%
COc1ccc(OCC(=O)Nc2cc(-c3ccccc3F)nn2-c2ccccc2)cc1,i,2%,10%
Cc1ccc(Cn2c(CN3CCC(C(=O)NCc4ccccc4C)CC3)cc3ccccc32)cc1,i,6%,0%

# The results go on:
SMILES,PTHR1 agonist,FUS yeast rescue,TDP-43 yeast inh
CCCc1ccc(OC(=O)c2sc3ncn(Cc4cccc(F)c4)c(=O)c3c2C)cc1,-5%,2%,21%
COc1ccc(S(=O)(=O)NCCc2csc(-c3ccc(F)cc3)n2)cc1F,-78%[inhibitor],32%,18µM*
COc1ccc(-c2nc3n(n2)C(c2ccccc2F)C(C(=O)Nc2cccnc2)=C(C)N3)cc1OC (stereo not drawn),-7%,18%,20%[9.22 µM]
CC1CCCCN1CCCNC(=O)c1cc(Sc2ccc(Cl)cc2)nc2ccccc12 (stereo not drawn),i,11%,14%
CCOc1ccccc1NC(=O)N1CCc2c(sc3c2CCCC3)C1c1ccccc1 (stereo not drawn),i,25%,14%
O=C(NCCc1ccccc1)C1COc2ccccc2C1 (stereo not drawn),-8%,-8%,-6%
NC(=O)CSc1nnnn1-c1cccc(O)c1,?,19%,14%
Cc1nnc(N2C(=O)c3oc4ccccc4c(=O)c3C2c2cccc(OCCC(C)C)c2)s1 (stereo not drawn),-22%,4%,24%
CC(C)NC(=O)Nc1ccc2c(c1)N(C)C(=O)c1ccccc1S2,28%,19%,14%
Cc1ccc2nc(-c3ccc(Cl)c(NC(=O)c4ccc(Br)o4)c3)oc2c1,i,0%,11%
NC(=O)C1CCN(C(=O)c2ccccc2NC(=O)c2nsc3ccccc23)CC1,15%,-2%,-16%
O=C(CSc1nc2c([nH]c3ccccc32)c(=O)n1-c1ccccc1)N1CCCc2ccccc21,?,1%,-1%

# Nothing new here: 6 of the compounds above.
SMILES,PTHR1 agonist,FUS yeast rescue,TDP-43 yeast inh
NC(=O)CSc1nnnn1-c1cccc(O)c1,?,19%,14%
Cc1nnc(N2C(=O)c3oc4ccccc4c(=O)c3C2c2cccc(OCCC(C)C)c2)s1 (stereo not drawn),-22%,4%,24%
CC(C)NC(=O)Nc1ccc2c(c1)N(C)C(=O)c1ccccc1S2,28%,19%,14%
Cc1ccc2nc(-c3ccc(Cl)c(NC(=O)c4ccc(Br)o4)c3)oc2c1,i,0%,11%
NC(=O)C1CCN(C(=O)c2ccccc2NC(=O)c2nsc3ccccc23)CC1,15%,-2%,-16%
O=C(CSc1nc2c([nH]c3ccccc32)c(=O)n1-c1ccccc1)N1CCCc2ccccc21,?,1%,-1%

# Additional records follow.
SMILES,PTHR1 agonist,FUS yeast rescue,TDP-43 yeast inh
Cc1ccc(CCNC(=O)C2CCCN(Cc3nc(-c4cccc(Cl)c4)oc3C)C2)cc1 (stereo not drawn),-17%,2%,-10%
COc1ccc(C)cc1NC(=O)Cn1cc(S(=O)(=O)Cc2ccccc2Cl)c2ccccc21,-10%,15%,10%
COc1ccc(C)cc1NC(=O)Cc1ccc(NC(=O)N2CCCCc3ccccc32)cc1,i,28%,23%
COc1ccc(C(=O)c2cn(Cc3ccccc3OC)c3cc4c(cc3c2=O)OCO4)cc1,-23%,-13%,22%
Cc1ccc(CNc2nc3c(c(=O)n(C)c(=O)n3C)n2Cc2ccc(Cl)cc2)cc1,-34%[inhibitor],-27%,3%
O=S(=O)(Nc1ccc(-c2ccc(N3CCCC3)nn2)cc1)c1ccc(C(F)(F)F)cc1,-14%,33%,4%
O=C1CN(C(=O)c2ccccc2C(F)(F)F)C(c2ccccc2)c2cc(F)ccc2N1 (stereo not drawn),i,15%,10%
O=C(NCc1ccc(Cl)cc1)C1CCN(S(=O)(=O)Cc2ccccc2)CC1,-14%,-10%,11%
Cc1cccc(NC(=O)C(=O)NCC(c2ccc3c(c2)OCO3)N2CCN(c3ccccc3)CC2)c1 (stereo not drawn),-19%,1%,6%
COc1ccccc1Nc1cc(C(=O)NCc2cccs2)c2ccccc2n1,-20%,27%,27%
COc1ccc2c(c1)CC(C(=O)Nc1c(C)cc(C)cc1C)CO2 (stereo not drawn),-4%,-17%,4%[9.22 µM]
O=C(O)c1ccc(NC(=O)c2ccc(Cl)c(S(=O)(=O)N3CCCCCC3)c2)cc1,i,12%,0%
COc1cc2c(cc1OC)n(CC(=O)Nc1ccc(C)cc1C)c(=O)n1nc(-c3ccccc3)nc21,i,4%,7%
CC(NC(=O)Cc1ccc(NC(=O)N2CCSc3ncccc32)cc1)c1ccccc1 (stereo not drawn),-18%,1%,2%
CCCc1c(C)c2ccc(O)c(CN3CCN(c4ccc(F)cc4)CC3)c2oc1=O,-36%[inhibitor],-10%,0%
COc1ccc(-c2cc(=O)oc3c4c(ccc23)OCN(Cc2ccccc2)C4)cc1,-7%,15%,5%
CCOc1ccccc1NC(=O)CN1c2ccccc2S(=O)(=O)c2ccccc21,i,4%,-1%
Cc1ccc(C)c(NC(=O)C2CCCN(S(=O)(=O)c3cn(C)cn3)C2)c1 (stereo not drawn),i,-1%,16%
CCCc1cc(=O)oc2cc(C)c3c(C(C)(C)C)coc3c12,-17%,-23%,12%
CCn1c(C(=O)Nc2c(C)cccc2C)cc2sc(Cl)cc21,i,-17%,8%
Cc1ccc(N=C2NC(=O)CC(C(=O)Nc3cc(C(F)(F)F)ccc3Cl)S2)cc1 (stereo not drawn),-33%[inhibitor],-13%,17%
COc1ccc(NC(=O)Cn2c(=O)n(CCc3ccccc3)c(=O)c3ccccc32)cc1,-13%,-27%,0%
O=C(NCC(c1ccco1)S(=O)(=O)c1ccc(Cl)cc1)c1ccc(C(F)(F)F)cc1 (stereo not drawn),-92%[inhibitor],3%,16µM*
Cc1ccc(N2CCN(c3nc4ccccc4n4nnnc34)CC2)c(C)c1,-7%,-25%,23%
CC(C)Nc1nc2c(S(=O)(=O)c3cccc(Cl)c3)nnn2c2ccsc12,-11%,-7%,-4%
CCOC(=O)c1scc(-c2ccccc2)c1S(=O)(=O)Nc1cc(Cl)c(OC)cc1OC,i,4%,15%
COc1ccc(C(=O)N(Cc2cc(OC)c(OC)c(OC)c2)CC2CCCO2)cc1 (stereo not drawn),i,-7%,5%
Cc1ccc(-c2nnc(SCc3ccccc3C#N)o2)cc1,-30%,-17%,22%
COc1ccc(OC)c(NC(=O)CSc2ccc(-c3sc(C)nc3C)nn2)c1,-20%,45%,?
Cc1ccc(Cl)cc1NC(=O)Cn1nnc2sc3c(c2c1=O)CCC(C(C)(C)C)C3 (stereo not drawn),i,23%,25%
CCOc1ccc(C(=O)N2CCC(c3nnc(-c4ccccc4OC)o3)CC2)cc1,-20%,24%,?
COc1ccc(C2CC(=O)Nc3c2c(C)nn3-c2nncc(-c3ccccc3)n2)c(OC)c1OC (stereo not drawn),9%,20%,-15%
COc1ccc(C(=O)Nc2ccccc2)cc1S(=O)(=O)Nc1ccc(Br)cc1,i,-8%,28%
